Source: PubChem BioAssay
RTF Ca sens inh = cardiac RTF calcium desensitization | P19429+P45379 | IANBD-labeled cardiac RTF, Ca2+ fluorescence | inhibition, % at 7.15 µM | 0.12% of 340,000 active | AID 493244;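 active = inhibition above the mean inhibition of all tested compounds plus 3 SD, cut at about 17% in these data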;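 also: assay run at fixed EC70 calcium of 1.6 mM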
cardiac RTF act = cardiac RTF calcium sensitization; activation, % at 7.2 µM; IANBD-labeled TnC RTF fluorescence at EC20 calcium; 0% EC20 calcium, 100% full calcium; 0.24% of 340,000 active;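 active = activation above the mean over all tested compounds plus 3 SD, cut at about 30% in these data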;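 also: rise in fluorescence read as greater calcium sensitivity of cardiac thin filaments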
Pemphigus Ab inh = blocks pemphigus antibody binding to human desmoglein-3; P32926; DSG3-coupled beads, scFv-anti-DSG3-GFP binding, flow cytometry; stronger effect = lower value; binding (percent of control), % at 10 µM; 0.48% of 310,000 active; AID 588358;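 active = binding more than 3 SD below its plate's average and above zero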;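 also: hits lower antibody fragment binding to DSG3; some compounds called inactive have numbers as strong as hits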
MOR-DOR ag = OPRM1-OPRD1 heterodimerization agonism. cells, luminescence. activation, % at 9.3 µM. 0.3% of 340,000 active; in the data active = activation above about 18%;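 also: 0% = vehicle-treated cells and 100% = reference agonist; values of inactives mirror those of a sister screen read the other way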
Target sequence (P35372 whole entry, looked up): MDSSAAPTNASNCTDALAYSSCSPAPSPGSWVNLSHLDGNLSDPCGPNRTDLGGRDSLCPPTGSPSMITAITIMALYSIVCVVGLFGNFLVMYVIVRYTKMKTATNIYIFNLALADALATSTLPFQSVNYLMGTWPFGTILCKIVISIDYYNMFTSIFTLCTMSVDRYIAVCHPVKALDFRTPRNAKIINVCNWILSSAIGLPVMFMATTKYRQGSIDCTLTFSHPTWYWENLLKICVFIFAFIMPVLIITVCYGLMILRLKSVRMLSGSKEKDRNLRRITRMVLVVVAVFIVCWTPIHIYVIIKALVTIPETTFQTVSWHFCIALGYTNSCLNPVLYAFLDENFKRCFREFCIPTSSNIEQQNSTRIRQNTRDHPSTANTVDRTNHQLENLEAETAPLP
Target sequence (P41143 whole entry, looked up): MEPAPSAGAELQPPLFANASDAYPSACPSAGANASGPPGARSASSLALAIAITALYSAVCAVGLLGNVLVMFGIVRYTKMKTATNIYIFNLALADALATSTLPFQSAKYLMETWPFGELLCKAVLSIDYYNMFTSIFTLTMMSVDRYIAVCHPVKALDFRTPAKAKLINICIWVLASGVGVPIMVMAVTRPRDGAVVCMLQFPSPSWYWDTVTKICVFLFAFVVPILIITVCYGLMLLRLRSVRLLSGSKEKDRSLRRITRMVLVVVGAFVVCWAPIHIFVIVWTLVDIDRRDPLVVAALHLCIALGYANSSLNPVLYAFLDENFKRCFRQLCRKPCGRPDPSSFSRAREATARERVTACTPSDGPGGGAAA
Keap1-Nrf2 PPI = inhibitors of human Keap1-Nrf2 protein-protein interaction; Q14145; Keap1 Kelch-Nrf2 peptide fluorescence polarization, 1536-well; inhibition, % at 9.4 µM; 0.15% of 340,000 active; AID 504523; in the data active = inhibition above about 12%;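 also: human Keap1 Kelch domain with fluorescein labeled Nrf2 9mer peptide probe; 0% = neutral control wells and 100% = peptide positive control; higher means more block of Keap1 binding to Nrf2 peptide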
V-ATPase pHluor = regulators of yeast V-ATPase proton transport | AID 504577 | response, % at 10 µM | S. cerevisiae, pHLuorin cytosolic pH fluorescence | 0.37% of 350,000 active; in the data active = response mostly above about 7.3%, no sharp cut-off; inactive = mostly below about 5.4%; also: actives read high; inactives centre near 0; some compounds called inactive have numbers as strong as hits; reference of the scale not given here
Wnt bcat act = activates Wnt/beta-catenin signaling in a reporter cell assay; activator, plate reader; activation, % at 9.35 µM; 1.2% of 300,000 active; in the data active = activation above about 30%, passing the limit was not always enough;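 also: 0% = neutral control wells and 100% = positive control wells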
MOR-DOR inv ag = mu-delta opioid heterodimer inverse agonism | P35372+P41143 | cell-based MOR-DOR heterodimer luminescence | inhibition, % at 9.3 µM | 0.21% of 340,000 active | AID 504357; in the data active = inhibition above about 22%, passing the limit was not always enough;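 also: 0% = cells with DMSO and 100% = wells without cells with DMSO; values of inactives mirror those of a sister screen read the other way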
C-LANA FP = inhibitors of KSHV LANA C-terminal domain DNA binding | MBP-C-LANA/FAM-LBS DNA binding, fluorescence polarization | inhibition, % at 9 µM | 0.078% of 340,000 active | AID 504423;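 active = highest replicate inhibition at or above 60% at 9 µM, even if other replicates fall short; inactive = all replicates below 60% inhibition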;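 also: 0% = neutral control wells and 100% = 4 µM acridine orange control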
Arrestin-AP2 inh = human beta-arrestin and AP2 interaction inhibition; FITC-arrestin peptide / GST-AP2 beads, flow cytometry; AP2 beta2 appendage carries R879A mutation; inhibition, % at 10 µM; 0.31% of 340,000 active;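 active = inhibition above a set limit, near 3 SD of compounds lacking own fluorescence, cut at about 54% in these data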;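 also: plate controls were DMSO wells for no effect and 5 µM unlabelled arrestin peptide for full effect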
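Measured by: flow cytometry, FL1 (488/535 nm); Material: AP2 appendage R879A on GSH beads; Evaluation: percent response; Timing: pre-incubation 12 min, peptide binding 1 h, room temperature; Also added: 50 nM FITC-arrestin peptide; Medium: PBS with 0.05% Tween 20 and 0.1% BSA.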
An asterisk follows results filed as active.

Preview (4 entries):
Screening CC(C)C(=O)NC(NC1CCS(=O)(=O)C1)C(Cl)(Cl)Cl (centres undefined) returned RTF Ca sens inh -7, cardiac RTF act 2, Pemphigus Ab inh 130, MOR-DOR ag 1.9, Keap1-Nrf2 PPI -2, V-ATPase pHluor 6, Wnt bcat act 0, MOR-DOR inv ag -10, C-LANA FP -0.5 and Arrestin-AP2 inh -25.
COc1ccc(C(CC(=O)NCc2ccccc2)Sc2n[nH]c(-c3ccc(Cl)cc3)n2)cc1 (centres undefined) was read as RTF Ca sens inh -2, cardiac RTF act -7, Pemphigus Ab inh 91, MOR-DOR ag -4.2, Keap1-Nrf2 PPI -1, V-ATPase pHluor 0, Wnt bcat act 2, MOR-DOR inv ag 21, C-LANA FP -0.3 and Arrestin-AP2 inh -2.
CCOc1ccccc1N(CC(=O)Nc1ccc(OC)cc1OC)S(=O)(=O)c1ccccc1 was read as RTF Ca sens inh -12, cardiac RTF act 13, Pemphigus Ab inh 111, MOR-DOR ag -2.9, Keap1-Nrf2 PPI -8, V-ATPase pHluor 14, Wnt bcat act -1, MOR-DOR inv ag 15, C-LANA FP 0.2 and Arrestin-AP2 inh 15.
CCOC(=O)CSCC(=O)Nc1ccc(S(=O)(=O)N2CCCCC2)cc1 was read as RTF Ca sens inh -4, cardiac RTF act -1, Pemphigus Ab inh 95, MOR-DOR ag -0.3, Keap1-Nrf2 PPI -3, V-ATPase pHluor 0, Wnt bcat act 0, MOR-DOR inv ag 2, C-LANA FP 0.5 and Arrestin-AP2 inh 0.

The list itself, repeating the preview:
Screening CC(C)C(=O)NC(NC1CCS(=O)(=O)C1)C(Cl)(Cl)Cl (centres undefined) returned RTF Ca sens inh -7, cardiac RTF act 2, Pemphigus Ab inh 130, MOR-DOR ag 1.9, Keap1-Nrf2 PPI -2, V-ATPase pHluor 6, Wnt bcat act 0, MOR-DOR inv ag -10, C-LANA FP -0.5 and Arrestin-AP2 inh -25.
COc1ccc(C(CC(=O)NCc2ccccc2)Sc2n[nH]c(-c3ccc(Cl)cc3)n2)cc1 (centres undefined) was read as RTF Ca sens inh -2, cardiac RTF act -7, Pemphigus Ab inh 91, MOR-DOR ag -4.2, Keap1-Nrf2 PPI -1, V-ATPase pHluor 0, Wnt bcat act 2, MOR-DOR inv ag 21, C-LANA FP -0.3 and Arrestin-AP2 inh -2.
CCOc1ccccc1N(CC(=O)Nc1ccc(OC)cc1OC)S(=O)(=O)c1ccccc1 was read as RTF Ca sens inh -12, cardiac RTF act 13, Pemphigus Ab inh 111, MOR-DOR ag -2.9, Keap1-Nrf2 PPI -8, V-ATPase pHluor 14, Wnt bcat act -1, MOR-DOR inv ag 15, C-LANA FP 0.2 and Arrestin-AP2 inh 15.
CCOC(=O)CSCC(=O)Nc1ccc(S(=O)(=O)N2CCCCC2)cc1 was read as RTF Ca sens inh -4, cardiac RTF act -1, Pemphigus Ab inh 95, MOR-DOR ag -0.3, Keap1-Nrf2 PPI -3, V-ATPase pHluor 0, Wnt bcat act 0, MOR-DOR inv ag 2, C-LANA FP 0.5 and Arrestin-AP2 inh 0.
`C=CCn1c(CCNC(=O)c2ccccc2F)nnc1SCC(=O)Nc1ccccc1F` gave RTF Ca sens inh 3, cardiac RTF act -1, Pemphigus Ab inh 109, MOR-DOR ag -2.3, Keap1-Nrf2 PPI -2, V-ATPase pHluor 1, Wnt bcat act -1, MOR-DOR inv ag 9, C-LANA FP -0.8 and Arrestin-AP2 inh 3.
`CN(C)C(=O)CCCCCCCCC(=O)N(C)C` gave Pemphigus Ab inh 99, V-ATPase pHluor 2, Wnt bcat act -3 and Arrestin-AP2 inh 8.
Screening C=CCn1c(SCC(=O)N(C)C)nc2cc(C(=O)O)ccc2c1=O returned RTF Ca sens inh -10, cardiac RTF act 7, Pemphigus Ab inh 102, MOR-DOR ag -1.4, Keap1-Nrf2 PPI -1, V-ATPase pHluor 0, Wnt bcat act -1, MOR-DOR inv ag 8, C-LANA FP -0.3 and Arrestin-AP2 inh 9.
COc1ccc2nc(N3C(=O)CC(Cc4ccc(C)cc4)C3=O)sc2c1 (centres undefined) was read as RTF Ca sens inh 6, cardiac RTF act -4, Pemphigus Ab inh 91, MOR-DOR ag 1.2, Keap1-Nrf2 PPI 1, V-ATPase pHluor -3, Wnt bcat act -2, MOR-DOR inv ag -8, C-LANA FP 0.7 and Arrestin-AP2 inh -4.
For CC(=O)NNC(=O)c1ccncc1 the results were RTF Ca sens inh -7, cardiac RTF act 1, Pemphigus Ab inh 102, MOR-DOR ag -1.8, Keap1-Nrf2 PPI -2, V-ATPase pHluor 3, Wnt bcat act -2, MOR-DOR inv ag 10, C-LANA FP 0.6 and Arrestin-AP2 inh 0.
`Cn1c(=O)c(=O)n(C)c2cc(S(=O)(=O)N3CCCCCC3)ccc21` gave RTF Ca sens inh -6, cardiac RTF act 6, Pemphigus Ab inh 95, MOR-DOR ag -1.7, Keap1-Nrf2 PPI 1, V-ATPase pHluor -2, Wnt bcat act -4, MOR-DOR inv ag 8, C-LANA FP 0.3 and Arrestin-AP2 inh 24.
Screening O=C(Nc1nnc(CCc2ccccc2)s1)c1ccc(F)cc1 returned RTF Ca sens inh -10, cardiac RTF act 1, Pemphigus Ab inh 83, MOR-DOR ag 1.6, Keap1-Nrf2 PPI -4, V-ATPase pHluor -1, Wnt bcat act -2, MOR-DOR inv ag -8, C-LANA FP -2.1 and Arrestin-AP2 inh -10.
`COc1ccc(Nc2nc(N)nc(CSc3nccn3C)n2)cc1` gave RTF Ca sens inh -19, cardiac RTF act 3, Pemphigus Ab inh 98, MOR-DOR ag -1.3, Keap1-Nrf2 PPI -2, V-ATPase pHluor 0, Wnt bcat act 56*, MOR-DOR inv ag 9, C-LANA FP 1.1 and Arrestin-AP2 inh -1.
COc1ccc2c(c1)c(C(=O)N/N=C/c1ccc(Br)cc1)c(C)n2C was read as RTF Ca sens inh -8, cardiac RTF act 2, MOR-DOR ag -0.6, Keap1-Nrf2 PPI 2, V-ATPase pHluor -3, Wnt bcat act 0, MOR-DOR inv ag 3, C-LANA FP -0.3 and Arrestin-AP2 inh 15.
Cc1nnc2c3ccccc3c(-c3ccc(O)cc3)nn12 was read as RTF Ca sens inh -11, cardiac RTF act -4, Pemphigus Ab inh 103, MOR-DOR ag -1.7, Keap1-Nrf2 PPI 4, V-ATPase pHluor -5, MOR-DOR inv ag 9, C-LANA FP -0.1 and Arrestin-AP2 inh 27.
For Cn1ncc(Cl)c1C(=O)N1CCN(S(=O)(=O)c2ccc(Cl)s2)CC1 the results were RTF Ca sens inh 3, cardiac RTF act 0, Pemphigus Ab inh 111, MOR-DOR ag -1.6, Keap1-Nrf2 PPI 5, V-ATPase pHluor -2, Wnt bcat act -2, MOR-DOR inv ag 8, C-LANA FP 0.7 and Arrestin-AP2 inh 3.
Screening CC(=O)c1cn(CCOc2cc(C)ccc2C)c2ccccc12 returned RTF Ca sens inh -4, cardiac RTF act -1, Pemphigus Ab inh 112, MOR-DOR ag 2.0, Keap1-Nrf2 PPI -4, V-ATPase pHluor 6, Wnt bcat act -5, MOR-DOR inv ag -10, C-LANA FP -2.4 and Arrestin-AP2 inh 13.
`CC(=O)Nc1nc(-c2ccccc2)nc(-c2ccccc2OC(C)=O)n1` gave RTF Ca sens inh -8, cardiac RTF act 1, Pemphigus Ab inh 84, MOR-DOR ag 0.0, Keap1-Nrf2 PPI 3, Wnt bcat act -3, MOR-DOR inv ag 0, C-LANA FP -1.0 and Arrestin-AP2 inh 3.
`CCOc1cc(NS(=O)(=O)c2ccc(OC)cc2)c(OCC)cc1NC(=O)c1ccco1` gave RTF Ca sens inh -7, cardiac RTF act 1, Pemphigus Ab inh 104, MOR-DOR ag -0.8, Keap1-Nrf2 PPI -5, V-ATPase pHluor -3, MOR-DOR inv ag 4, C-LANA FP 0.1 and Arrestin-AP2 inh -1.
`C=CCN(c1cccc(C(F)(F)F)c1)S(=O)(=O)c1cccc(C(=O)OCC(=O)Nc2ccccc2)c1` gave RTF Ca sens inh 11, cardiac RTF act 1, Pemphigus Ab inh 97, MOR-DOR ag 1.8, Keap1-Nrf2 PPI 3, V-ATPase pHluor 0, Wnt bcat act -2, MOR-DOR inv ag -10, C-LANA FP -0.9 and Arrestin-AP2 inh -9.
For N#Cc1ccc(NCC(=O)Nc2ccc3c(c2)OCCO3)cc1 the results were RTF Ca sens inh -2, cardiac RTF act -1, Pemphigus Ab inh 97, MOR-DOR ag -0.9, Keap1-Nrf2 PPI 0, V-ATPase pHluor 0, Wnt bcat act 0, MOR-DOR inv ag 5, C-LANA FP 0.0 and Arrestin-AP2 inh -54.
Screening C[C@@H]1C=C(C(=O)O)O[C@H](OCc2ccc(CO)cc2)C1 returned RTF Ca sens inh 4, cardiac RTF act 1, Pemphigus Ab inh 104, MOR-DOR ag 2.8, Keap1-Nrf2 PPI -2, V-ATPase pHluor 1, Wnt bcat act 0, MOR-DOR inv ag -16, C-LANA FP -0.2 and Arrestin-AP2 inh -3.
Screening COc1ccccc1OCC(=O)Nc1ccc(S(=O)(=O)Nc2nc(C)cc(C)n2)cc1 returned RTF Ca sens inh -7, cardiac RTF act 9, Pemphigus Ab inh 103, MOR-DOR ag -1.0, Keap1-Nrf2 PPI -5, V-ATPase pHluor -3, Wnt bcat act -2, MOR-DOR inv ag 5, C-LANA FP -0.2 and Arrestin-AP2 inh -5.
Cc1cc(-c2ccccc2)nc2cc(C(=O)NCc3ccco3)nn12 was read as RTF Ca sens inh -8, cardiac RTF act 0, Pemphigus Ab inh 109, MOR-DOR ag -2.3, Keap1-Nrf2 PPI -8, V-ATPase pHluor 2, Wnt bcat act 1, MOR-DOR inv ag 12, C-LANA FP 0.1 and Arrestin-AP2 inh 20.
Screening CCc1ccc(NC(=O)C2CC(=O)N(C(C)C)C2)cc1 (centres undefined) returned RTF Ca sens inh -14, cardiac RTF act 2, MOR-DOR ag -2.5, Keap1-Nrf2 PPI -3, V-ATPase pHluor -2, MOR-DOR inv ag 15, C-LANA FP -1.1 and Arrestin-AP2 inh -1.
For O=C1NC(=S)N/C1=C/c1cc([N+](=O)[O-])ccc1O the results were RTF Ca sens inh 7, cardiac RTF act -5, MOR-DOR ag -2.0, Keap1-Nrf2 PPI -3, V-ATPase pHluor 3, Wnt bcat act -3, MOR-DOR inv ag 13, C-LANA FP 1.1 and Arrestin-AP2 inh -5.
Cc1cccc(N(CC(=O)NCc2ccco2)C(=O)CNS(=O)(=O)c2ccc(F)cc2)c1 was read as RTF Ca sens inh -7, cardiac RTF act 3, Pemphigus Ab inh 87, MOR-DOR ag 0.3, Keap1-Nrf2 PPI -7, V-ATPase pHluor 0, Wnt bcat act 3, MOR-DOR inv ag -2, C-LANA FP 0.8 and Arrestin-AP2 inh -3.
For CC(C)NC(=O)C(C)Oc1ccc(S(=O)(=O)NCc2ccc3c(c2)OCO3)cc1 (centres undefined) the results were RTF Ca sens inh -8, cardiac RTF act -2, Pemphigus Ab inh 112, MOR-DOR ag -1.8, Keap1-Nrf2 PPI -6, V-ATPase pHluor 1, Wnt bcat act 2, MOR-DOR inv ag 10, C-LANA FP 0.5 and Arrestin-AP2 inh -11.
